# Screening data deposited in PubChem BioAssay by several laboratories.
# VIM-2 inh = blocks Pseudomonas aeruginosa VIM-2 metallo-beta-lactamase | purified VIM-2, nitrocefin hydrolysis, epi-absorbance fluorescence | inhibition, % at 5.6 µM | 0.89% of 290,000 active;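 active = inhibition above the mean of all tested compounds plus 3 SD, cutoff set per screening run, cut at about 7.5% in these data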;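 note: red hydrolysis product quenches plate fluorescence so inhibitors raise well fluorescence; 0% = enzyme with DMSO and 100% = DMSO without enzyme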
# HCV NS3 hel inh = HCV NS3 helicase inhibition | inhibition, % at 10.9 µM | 0.56% of 290,000 active | NS3 helicase DNA unwinding, Cy5 molecular beacon fluorescence;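 active = inhibition above the mean of all tested compounds plus 3 SD, set per campaign, cut at about 35% in these data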;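 note: 0% = DMSO wells and 100% = thioflavine S control wells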
#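 Control set: DMSO versus 110 µM thioflavine S; Material: NS3 helicase fragment of HCV; Measured by: Cy5 fluorescence at 0 and 60 min, beacon hairpin quenching; Read-out basis: percent inhibition from t60/t0 fluorescence ratio; Times: reaction time 60 min, 25 °C; Repeats: single replicate; Compound dosing: single dose, 10.9 µM nominal final, DMSO 0.8% final.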
# IMP-1 inhibitor = inhibitors of Pseudomonas aeruginosa IMP-1 metallo-beta-lactamase; purified IMP-1, nitrocefin hydrolysis, epi-absorbance fluorescence; inhibition, % at 5.6 µM; 0.45% of 290,000 active; AID 1556;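 active = inhibition above the mean plus 3 SD of all compounds in the same screening run, cut at about 4.5% in these data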;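 note: 0% = IMP-1 with DMSO and 100% = DMSO wells lacking enzyme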
#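 System: purified IMP-1 / Input: IMP-1 dispensed at 0.2 nM / Medium: 50 mM HEPES pH 7.1, 50 µM ZnSO4, 0.05% Brij 35 / Timing: 15 min enzyme–compound preincubation, then 25 min nitrocefin reaction, 25 °C / Technique: plate fluorescence quenching by hydrolysis product, ex 480/em 530 nm / Repeats: singlicate testing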
# M18AAP inhibitor = PfM18AAP enzyme inhibition | recombinant PfM18AAP, H-Glu-NHMec fluorogenic cleavage | inhibition, % at 7.35 µM | 1.2% of 290,000 active;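 active = inhibition above the campaign mean inhibition over all tested compounds plus 3 SD, cut at about 28% in these data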;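 note: 0% = plate median of test compound wells and 100% = 2 mM ZnCl2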
# SUMO HTRF inh = SUMOylation inhibition. HTRF SUMOylation assay, SAE1/SAE2 + UBC9, in vitro. inhibition, % at 35 µM. 0.36% of 290,000 active. AID 2006; in the data active = inhibition above about 50%, passing the limit was not always enough; note: strong numbers were not always called active
# Target sequence (P63279 whole entry, looked up): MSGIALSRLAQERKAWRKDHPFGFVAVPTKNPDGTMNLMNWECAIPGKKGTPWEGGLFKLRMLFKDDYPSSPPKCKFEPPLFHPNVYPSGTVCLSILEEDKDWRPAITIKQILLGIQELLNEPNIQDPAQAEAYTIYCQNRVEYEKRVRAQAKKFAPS
# FID counter = counter-screen for HCV NS3 helicase inhibitors: DNA intercalator displacement | DNA fluorescent intercalator displacement, fluorescence | inhibition, % at 7.9 µM | 0.17% of 290,000 active | AID 1845; in the data active = inhibition above about 37%;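 note: 0% = vehicle and 100% = reference compound; higher means more ethidium bromide displaced from hairpin DNA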
# NALP1 inh = blocks the NALP1 inflammasome reconstituted in yeast; S. cerevisiae NALP1/ASC/caspase-1 growth, X-gal OD620, 72 h; inhibition, % at 10 µM; 0.61% of 280,000 active; in the data active = inhibition mostly above about 24%, no sharp cut-off; inactive = mostly below about 32%; note: some compounds called inactive have numbers as strong as hits
# MEKK2 WT-MEK5 = raises or lowers MEK5 binding to wildtype human MEKK2 PB1 domain | 1.1% of 290,000 active | binding response (% of control), % at 10 µM | Q9Y2U5 | AID 1531 | bead flow cytometry, Alexa488-MEK5 binding to MEKK2 WT; actives lie on both sides; in the data active = binding response below about 67% or above about 130%
# MEKK2mut PB1 HTS = signal of MEK5 binding to mutant human MEKK2 PB1 domain | bead flow cytometry, Alexa488-MEK5 binding to MEKK2 mutant | percent response, % at 10 µM | 0.35% of 290,000 active | AID 1530; in the data active = percent response above about 24%, passing the limit was not always enough; note: inactives centre near 1; some results filed as inactive read as strong as hits
# * marks the source's active call; other numbers are inactive results; nt = not tested or not shown.
SMILES,VIM-2 inh,HCV NS3 hel inh,IMP-1 inhibitor,M18AAP inhibitor,SUMO HTRF inh,FID counter,NALP1 inh,MEKK2 WT-MEK5,MEKK2mut PB1 HTS
CCN1CCN(C(=O)C2CCCN(S(=O)(=O)c3ccc(OC)c(OC)c3)C2)CC1 (stereo not drawn),-1.9,2,-1.2,-7,10,-1,3,101,-1
CCN1CCN(CC(O)COCc2cc(OC)c(OC)c(OC)c2)CC1 (stereo not drawn),-1.2,-6,-2.2,-7,10,-2,-5,105,0
O=C(Nc1cnc2ccccn2c1=O)c1ccc(F)cc1,-1.3,1,-1.2,-8,-1,-3,26,97,-1
COc1ccc(C(=O)CSc2nnc(CN3CCCCC3)n2-c2ccc(F)cc2)cc1,-0.4,-19,-1.4,-13,-30,-8,nt,101,-1
CNS(=O)(=O)c1cccc(C(=O)NCC2(N3CCOCC3)CCCCC2)c1,-1.5,7,-2.1,1,18,-1,15,102,2
COc1ccc(NC(=S)NCc2ccco2)cc1,-1.7,-1,-1.7,5,-10,-7,13,nt,nt
CC(Sc1nncs1)C(=O)NCC(=O)Nc1ccc(F)c(F)c1F (stereo not drawn),-3.2,-4,-3.4,-4,-12,2,7,95,-5
O=C1CCC/C(=N\NC(=O)c2ccc(COc3cccc4cccnc34)cc2)C1,-1.1,-2,-3.8,16,13,-23,13,102,3
Cc1ccc(S(=O)(=O)Cn2nnnc2C(c2ccccn2)N2CCN(c3ccccc3)CC2)cc1 (stereo not drawn),-1.9,-6,-0.3,-3,13,-29,5,95,4
CCOC(=O)C(CC)Sc1ncnc2nc[nH]c12 (stereo not drawn),-2.0,0,-3.5,1,-2,1,-75,108,2

# An excerpt from above in order of their number in VIM-2 inh, descending.
Compound,VIM-2 inh
COc1ccc(C(=O)CSc2nnc(CN3CCCCC3)n2-c2ccc(F)cc2)cc1,-0.4
O=C1CCC/C(=N\NC(=O)c2ccc(COc3cccc4cccnc34)cc2)C1,-1.1
CCN1CCN(CC(O)COCc2cc(OC)c(OC)c(OC)c2)CC1 (stereo not drawn),-1.2
COc1ccc(NC(=S)NCc2ccco2)cc1,-1.7
CC(Sc1nncs1)C(=O)NCC(=O)Nc1ccc(F)c(F)c1F (stereo not drawn),-3.2

# Following part.
SMILES,VIM-2 inh,HCV NS3 hel inh,IMP-1 inhibitor,M18AAP inhibitor,SUMO HTRF inh,FID counter,NALP1 inh,MEKK2 WT-MEK5,MEKK2mut PB1 HTS
COc1c(Cl)cnn(-c2ccc(C)cc2)c1=O,-0.5,8,-2.7,-1,-4,-7,25,106,1
CCC(C(=O)NC1CCCC1)N(C(=O)c1snc(C(N)=O)c1N)c1ccc(OC)c(OC)c1 (stereo not drawn),-1.1,-3,-1.9,-6,2,-35,38,100,-1
Cc1cccc(OCC(=O)NC(Cc2ccccc2)C(=O)O)c1 (stereo not drawn),-1.9,4,0.1,-2,1,-15,24,105,0
CC(=O)N1CCC(=O)N(C(C)C)c2ccccc21,-3.8,5,-4.7,-10,19,3,-9,106,2
CCCOc1ccc(C(=O)N2CCN(c3ccc(NC(=O)CC)cc3Cl)CC2)cc1,-2.8,-1,-1.2,5,-15,-6,23,105,2
COc1ccc(N2CCN(C(=O)CCC(=O)c3cc(C)sc3C)CC2)cc1,-2.6,1,-2.9,-6,14,-33,9,94,-3
O=C(O)CCSCc1ccccc1F,0.2,-4,-0.8,-4,-3,5,1,110,14
C=CCC(Nc1ccccc1)c1ccc(OC)c(OC)c1 (stereo not drawn),-2.8,-2,-1.8,-2,4,-10,-10,102,-2
CN(CC(=O)NC1CCCCC1)S(=O)(=O)c1ccc(Cl)cc1,-2.3,2,-0.9,-8,-2,0,nt,100,2
Cc1[nH]c(=O)c(C#N)c(C)c1Cc1ccc(Cl)cc1Cl,-2.0,-3,-1.5,-3,16,-3,20,99,3
CCO[C@H]1OC(C(=O)N2CCN(Cc3ccccc3)CC2)=C[C@@H](C)[C@@H]1CCCO,-2.5,6,-2.5,2,-7,-23,-7,102,6
COC(=O)c1c(NC(=O)COC(=O)[C@@H](NS(=O)(=O)c2ccc(C)cc2)C(C)C)sc2c1CCC2,0.7,24,-1.6,-1,-23,-29,21,97,-1
COC(=O)c1ccc(OCC(=O)c2cccc(OC)c2)cc1,-1.0,0,-3.2,-3,-15,0,17,105,-1
Cc1nc2sccc2c(=O)n1N,-0.4,-9,-1.7,-2,1,11,-160,99,-1
NC(=O)c1ccsc1NC(=O)c1ccc(S(=O)(=O)N2CCCc3ccccc32)cc1,1.6,-28,-0.1,-1,1,1,27,88,-6
Cc1c(N=NC2=C(O)CC(C)(C)CC2=O)c(=O)n(-c2ccccc2)n1C,-5.1,1,-3.8,4,-5,5,-22,95,2
CCOC(=O)c1c(NC(=O)C2c3ccccc3Oc3ccccc32)sc(C(N)=O)c1C,-3.4,-1,-4.8,2,-7,-3,-12,nt,nt
COc1ccc(C=C(C(C)=O)C(C)=O)cc1OC,-5.2,4,-5.6,9,-22,-5,9,100,2
Cc1cc(=O)n2nc(N3CCC(C(=O)N4CCN(Cc5ccccc5)CC4)CC3)sc2n1,-2.8,20,-1.0,5,7,-7,-2,102,4
CC1CCCCC1NC(=O)c1cccc(N2C(=O)C3C4C=CC(C4)C3C2=O)c1 (stereo not drawn),-4.2,1,-1.6,-2,-13,-38,6,104,3
COc1ccc(C(=O)NNC(=O)C2CC=CCC2)cc1 (stereo not drawn),-1.5,7,-2.9,1,12,-4,3,106,12
CCCn1c(N)c(C(=O)COc2ccc(Br)cc2F)c(=O)n(C)c1=O,-0.4,-10,-0.7,-2,-15,-3,16,101,0
CCOc1cc(-c2ccccc2)nc(N)n1,-2.0,-1,-2.8,-3,10,-1,8,100,-1
Cc1cc(S(=O)(=O)N(C)CCc2ccccc2)ccc1-n1cnnn1,-4.0,-5,-4.4,-1,22,-14,-8,98,-3
O=C(COc1ccc([N+](=O)[O-])cc1)NCc1cccnc1,-4.9,-6,-1.8,6,-1,0,34,96,-1
Cn1c(SCC(=O)N2CCOCC2)nnc1-c1ccc(NC(=O)c2ccccc2F)cc1,-4.0,-5,-3.6,2,6,-27,-5,102,6
Cc1ccc(SCCNC(=O)/C=C/c2ccccc2Cl)cc1,-0.9,-4,-1.8,-15,-20,-15,21,95,-1
CCn1cc(S(=O)(=O)Nc2ccc(Cl)cc2F)cn1,-1.7,13,-4.7,-7,12,-3,14,101,5
COc1cccc(/C=N/NC(=S)Nc2cccc(S(=O)(=O)N(C)C)c2)c1,4.3,3,-1.9,-3,26,-21,nt,97,-1
COC(C(=O)NCc1ccc(C)cc1)c1ccccc1 (stereo not drawn),-0.1,-14,-3.0,-1,6,-2,17,98,-2

# Complete entries as entered above.
# CCOc1cc(-c2ccccc2)nc(N)n1 reads VIM-2 inh = -2.0; HCV NS3 hel inh = -1; IMP-1 inhibitor = -2.8; M18AAP inhibitor = -3; SUMO HTRF inh = 10; FID counter = -1; NALP1 inh = 8; MEKK2 WT-MEK5 = 100; MEKK2mut PB1 HTS = -1
# O=C(COc1ccc([N+](=O)[O-])cc1)NCc1cccnc1 reads VIM-2 inh = -4.9; HCV NS3 hel inh = -6; IMP-1 inhibitor = -1.8; M18AAP inhibitor = 6; SUMO HTRF inh = -1; FID counter = 0; NALP1 inh = 34; MEKK2 WT-MEK5 = 96; MEKK2mut PB1 HTS = -1

# More entries
SMILES,VIM-2 inh,HCV NS3 hel inh,IMP-1 inhibitor,M18AAP inhibitor,SUMO HTRF inh,FID counter,NALP1 inh,MEKK2 WT-MEK5,MEKK2mut PB1 HTS
CC(=O)NC(=S)Nc1ccc(N2CCOCC2)c(S(=O)(=O)Nc2cc(Cl)ccc2Cl)c1,-2.8,9,-3.0,0,-17,-8,3,97,-1
Cc1cccc(N2CCN(C(=O)c3ccc4nc[nH]c4c3)CC2)c1C,-3.7,-6,-2.6,1,-11,-30,19,95,-2
COC(=O)c1cc(C)sc1NC(=O)CC1Nc2ccccc2NC1=O (stereo not drawn),0.1,-23,-2.8,2,14,-8,4,99,-5
CC(SCc1ccccc1)C(=O)Nc1ccccc1Br (stereo not drawn),2.1,-2,1.0,9,-5,-24,27,104,-1
CCOc1c2ccc(C(=O)NCc3ccc4c(c3)OCO4)cc2nn1CC,-2.0,1,-2.3,5,34,-14,1,100,0
CC(O)(C#CCN1CCCCC1)c1ccccc1 (stereo not drawn),2.1,-1,0.4,-11,-5,2,12,108,9
CCN(CC(=O)NC(C)(C)C)C(=O)c1ccc(Br)cc1,-1.6,10,-1.4,-4,2,-4,7,81,-12
Cc1nc2sc3c(c2c(=O)n1NC(=O)CCl)CCCC3,-1.1,-6,-2.3,5,17,8,11,98,-6
Cc1c(NC(=O)c2ccc(NS(=O)(=O)c3ccccc3)cc2)c(=O)n(-c2ccccc2)n1C,-2.2,-1,-4.8,2,11,-20,3,108,7
CCCNC(=S)N1CCN(c2nc(-c3cccc(OC)c3)cs2)CC1,-2.7,-6,-1.9,0,-2,-12,-13,107,10
Cc1cccc(Nc2ccc3nonc3c2[N+](=O)[O-])c1C,-1.6,0,-2.5,6,8,-2,-11,105,7
CCc1ccc(C(=O)NCC2COc3ccccc3O2)o1 (stereo not drawn),-2.2,-1,-3.5,4,10,-3,9,97,1
OCCC1CN(Cc2cnc(-c3ccc(Cl)cc3)nc2)CCN1C1CCCCC1 (stereo not drawn),-1.7,-17,-1.1,-1,4,18,8,109,-6
CCOc1cccc(-c2c(C(=O)N/N=C/c3ccoc3)nnn2-c2nonc2N)c1,-2.7,-13,-1.8,8,0,-23,19,104,6
Cc1cc(C(=O)NCC(=O)Nc2c(C)cccc2C)c(C)o1,-3.0,-4,-3.2,4,-1,-3,-16,99,4
COc1cccc(CN(C)C(=O)c2csc3c2CCCC3)c1OC,-4.1,1,-2.3,1,8,-25,14,94,-3
CCOC(=O)c1sc(N)nc1C(C)C,-0.2,1,-1.7,20,-20,0,20,102,6
Cc1ccc(S(=O)(=O)N(C)CC(=O)NCCc2c[nH]c3ccccc23)cc1,-0.4,-4,0.9,3,-2,-21,10,107,4
CC(=O)c1ccc(OCCCC(=O)NC2CCCc3ccccc32)cc1 (stereo not drawn),-0.6,5,-1.1,-3,24,-28,35,107,15
CCOC(=O)Nc1ccccc1N1C(=O)c2ccccc2C1=O,1.6,-1,0.7,4,5,8,6,102,-2

# Random draw from the library, and some 4.7% of all compounds hit somewhere here.
